# Source: PubChem BioAssay
# mcGAS lum: inhibitors of mouse cGAS; recombinant cGAS, Kinase-Glo ATP depletion luminescence; inhibition, % at 12.5 µM; 0.15% of 160,000 active; AID 1259399;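 also: 0% = negative control wells and 100% = reference inhibitor with no enzyme activity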
# NPYLR7 ag: mosquito NPYLR7 agonism. 0.15% of 270,000 active. HEK293T NPYLR7/Galpha15, GCaMP6s calcium fluorescence. activation, % at 10 µM; in the data active = activation above about 40%;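 also: 0% = vehicle and 100% = reference agonist at the receptor; some compounds past the cut are filed as inactive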
# hcGAS inh: human cGAS inhibition; Q8N884; recombinant h-cGAS, ATP depletion, Kinase-Glo luminescence; inhibition, % at 12.5 µM; 0.081% of 290,000 active; AID 1259398;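 also: 0% = vehicle reaction and 100% = reaction without DNA for no activity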
# Target sequence (Q8N884 whole entry, looked up): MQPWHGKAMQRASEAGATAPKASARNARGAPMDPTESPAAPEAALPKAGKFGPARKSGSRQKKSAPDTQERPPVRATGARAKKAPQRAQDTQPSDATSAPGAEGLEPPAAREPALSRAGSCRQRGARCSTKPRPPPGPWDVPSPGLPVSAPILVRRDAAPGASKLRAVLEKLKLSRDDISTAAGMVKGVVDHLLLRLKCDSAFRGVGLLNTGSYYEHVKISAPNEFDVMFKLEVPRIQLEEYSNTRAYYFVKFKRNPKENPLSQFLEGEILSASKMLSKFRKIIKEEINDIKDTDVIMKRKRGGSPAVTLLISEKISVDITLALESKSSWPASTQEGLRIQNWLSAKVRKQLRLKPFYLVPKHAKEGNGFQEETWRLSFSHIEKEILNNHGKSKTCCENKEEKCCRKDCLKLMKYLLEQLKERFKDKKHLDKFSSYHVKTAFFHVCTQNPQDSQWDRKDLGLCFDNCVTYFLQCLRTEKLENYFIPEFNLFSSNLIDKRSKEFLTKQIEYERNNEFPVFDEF
# Starred values were filed as active, the others as inactive; / = no result given; & = joins results of further samples. Rule as the data show it, unless noted: active = inhibition above about 40%; inactive = the rest.
SMILES,mcGAS lum,NPYLR7 ag,hcGAS inh
O=C(NN=CC1C(=O)NC(=S)NC1=O)C1CCCCC1,-8,10,-6
O=C(NCCc1c[nH]c2ccccc12)Nc1ccc(F)cc1F,/,7,-9
CCSc1ncc(-c2nccn2-c2cccc(OC)c2)cn1,/,3,-6
Cc1[nH]n(-c2ccccc2)c(=O)c1N=Nc1ccccc1Cl,-6,-2,-3
COc1cccc(-c2nnc(NC(=O)C3CCCN3C(=O)Nc3ccccc3Br)s2)c1 (stereo not given),-3,19,-9
COc1ccc(C(=O)N2CCC3(CC2)C(=O)N(CC(=O)NCc2cccc(C(F)(F)F)c2)CN3c2ccccc2)cc1,-6,26,-4
CCOC(=O)c1c(NC(=O)CSc2nnc3ccccn23)sc2c1CCC(C)C2 (stereo not given),-2,-8,-10
CC1CC(C)CN(S(=O)(=O)c2ccc(C(=O)OC(c3nccn3C)C(F)(F)F)cc2)C1 (stereo not given),-11,2,-4
CC(=O)N1CC(CO)C2(CCN(Cc3scnc3C)CC2)C1 (stereo not given),-4,/,-8
COc1ccc(-n2nc(-c3ccccc3)cc2NC(=O)c2ccc(OC(F)(F)F)cc2)cc1,-4,12,1
O=C(NCc1nnnn1C1CCCCC1)c1ccc(F)cc1,1,2,2
CCOC(=O)C1(CCOc2ccccc2)CCCN(C(=O)/C=C/c2cnn(C)c2)C1 (stereo not given),/,4,-4
Cc1c(CO)cccc1NC(=O)CN1CC2(C)CC1CC(C)(C)C2 (stereo not given),-2,-2,2
CCC(C(=O)N(CCOC)CC(=O)N(Cc1cccn1Cc1ccccc1Cl)CC(C)C)c1ccccc1 (stereo not given),-6,22,-4
COc1cccc(COC2CCCN(C(=O)COc3ccc(Cl)cc3)C2)c1 (stereo not given),-3,-8,-4
O=C(Nc1n[nH]c(Cc2ccccc2)n1)N1CCN(c2ccccn2)CC1,/,1,4
Cc1csc(CNC(=O)C(=O)Nc2ccc3c(c2)OC(F)(F)O3)n1,/,-2,-5
Cc1ccccc1CN(CCN1CCOCC1)Cc1cccn1Cc1cccc(C(F)(F)F)c1,-4,-2,-2
O=[N+]([O-])c1ccc(C=Nc2ccc(N3CCCCC3)cc2)o1,-11,7,-6
CN(C)c1ccc(NC(=O)c2sc(=S)[nH]c2N)cc1,/,-4,-3
CC(C)(C)OC(=O)N1CCN(c2ccc(N)c3cnccc23)CC1,/,-3,-10
Cc1nn(CC(=O)NC(C2CCNCC2)C2CC(O)C2)c(C)c1C (stereo not given),-5,/,-11
CNC(c1ccc(Cl)cc1)c1ccc(Cl)cc1,-9,-2,-5
Cc1ccc(CCC(=O)Nc2ccc3c(c2)CN(C(=O)C2=CCCCC2)CC3)cc1,-8,5,0
Cc1sc(C)c2c1C1CC(C)CCC1C2(C)C (stereo not given),/,-1,5

# Brought forward from above: 2 entries; new compounds follow.
SMILES,mcGAS lum,NPYLR7 ag,hcGAS inh
Cc1ccc(CCC(=O)Nc2ccc3c(c2)CN(C(=O)C2=CCCCC2)CC3)cc1,-8,5,0
Cc1sc(C)c2c1C1CC(C)CCC1C2(C)C (stereo not given),/,-1,5
O=C(CC1c2cccnc2C(=O)N1c1c(Cl)cccc1Cl)NC1CC1 (stereo not given),-4,4,2
Cc1cccc(-c2ncc(CNCCc3cn4nc(C)sc4n3)cn2)c1,-8,2,-2
COc1cc(C=C(C#N)C#N)ccc1OC(=O)c1ccc(Cl)cc1Cl,-7,-7,-6
O=C(Oc1ccc(-c2nc3ccccn3c2NC2CCCCC2)cc1)c1ccc(Cl)cc1Cl,-9&-5,7&-1,-6&-6
O=C(NCc1cccnc1-n1cnc2ccccc21)c1ccoc1,/,3,-10
OCc1ccc(-c2cc(C3CCN(C/C=C/c4ccccc4)C3)ccn2)cc1 (stereo not given),-6,3,-4
COc1ccc(CCNC(=O)CN(C2CCCCC2)S(=O)(=O)c2ccc(C)cc2)cc1,/,1,-8
COC(=O)C1[C@H]2C[C@H]3c4[nH]c5ccccc5c4CCN3C[C@@H]2CC[C@@H]1O (stereo not given in full),/,-11,-2&-3
CN(Cc1ccc2nsnc2c1)Cc1cc2n(n1)CCCNC2,/,-4,-8
COc1cc(Br)cc2c1OC1(C)CC2NC(=O)N1c1ccc(C)c(Cl)c1 (stereo not given),-1,-9,-4
COc1ccc(-c2nc3cc(C)ccn3c2NC(=O)c2ccc(C(F)(F)F)cc2)cc1,-5,-8,-2
COc1ccc(C(=O)N2CCCC(OCc3ccc(C(F)(F)F)cc3)C2)cc1 (stereo not given),-7,-8,-5
Cc1cnc(C)c(N2CCN(C(=O)CSCCN3CCCC3)CC2)n1,-6,/,-14
Cc1ccc(-c2cnn3c(N4CCOCC4)cc(C(C)(C)C)nc23)cc1,4,5,13
Brc1ccc(-c2nnc3sc(CNC4CCCC4)cn23)cc1,/,6,-11
CC[n+]1c(/C=C/C=C2/N(C)c3ccccc3C2(C)C)sc2ccccc21,-31,35,-56
CCOCCOc1nc(-c2ccc3c(c2)OCO3)n(-c2ccc(NC(=O)C3CCC3)cc2)n1,-8,19,-6
Cc1nc(-c2ccsc2)sc1C(=O)N(C)Cc1ccc(F)cc1F,-15,7,-8
CC(C)c1nccc(-c2nccn2C(C)c2ccc(-n3cncn3)cc2)n1 (stereo not given),-9,/,0
CCCCn1nnnc1COC(=O)c1nn(C)c(=O)c2ccccc12,/,6,-15
CCCCN(Cc1cccn1Cc1cccc(C)c1)C(=O)CN(CCOC)C(=O)c1cccc([N+](=O)[O-])c1,-4,4,-1
COc1ccccc1CN1CCC(CN(CC(C)C)C(=O)Cc2cccc(F)c2)CC1,-11,/,-8
Cc1cccc(OCc2nc(CN(CCN3CCOCC3)C(=O)c3ccccc3C)cs2)c1,1,-4,1
CCc1ccc(-c2cc3c(=O)n(Cc4nc(-c5ccc(OC)c(OC)c5)no4)ccn3n2)cc1,-7,-3,-8
COc1ccc(CCN(C)S(=O)(=O)c2ccc(OC)c(N3CCN(S(=O)(=O)c4ccccc4C#N)CC3)c2)cc1OC,-7,4,-9
# Other results follow.
SMILES,mcGAS lum,NPYLR7 ag,hcGAS inh
COC(=O)[C@@H]1C[C@@H](N(C)C)CN1C(=O)c1ccccc1-c1ncc[nH]1,-11,4,2
CC1SC(c2ccc(F)cc2F)N(CCC(=O)NC2CC2)C1=O (stereo not given),0,21,2
CCOC(=O)c1nn(-c2ccc(C)cc2)c(=O)c2c(NC(=O)c3cccc([N+](=O)[O-])c3)scc12,-8,5,-3
CCCNC(=O)C1(C)CCCN(CC(=O)c2ccc3c(c2)OCCO3)C1 (stereo not given),/,1,-5
CC(=O)Nc1cc(C(=O)N2CCN(c3ccccc3)CC2C)cc2ncn(CCc3ccccn3)c12 (stereo not given),/,5,-5
COCCn1cncc1CO,-8,5,-6
Cc1nnc(SC(C(=O)NC2CC2)c2ccc(F)cc2)n1-c1ccccc1 (stereo not given),/,2,-7
CC(C)CCNC(=O)[C@H](CC(C)C)NC(=O)[C@H]1O[C@@H]1C(=O)O,-10,-3,-4
OCCN(Cc1ccncc1)Cc1cc(Br)ccc1F,/,3,-12
COc1cccc2cc(-c3nc4ccccc4[nH]3)c(=Nc3sc4c(c3C(N)=O)CCCC4)oc12,-6,-5,-5
CCn1c(=O)n(CC(O)CN2CCC(C)CC2)c2ccccc21 (stereo not given),-6,7&11,-6&-10
O=C1Cc2cc(-c3csc(N4CCSCC4)n3)cc3c2N1CCC3,-9,-5,-5
COc1ccc(Cn2c(COc3ccccc3)n[nH]c2=S)cc1,-5,-5,-5
COc1ccc2c(c1)C(CN1CCN(CC(=O)O)CC1)=CC(C)(C)CO2,-8,4,3
COC1=CC(C)[C@@H]2C[C@H]3OC(=O)C[C@H]4C(C)=C(OC)C(=O)C([C@@]34C)[C@@]2(C)C1=O (stereo not given in full),-5,-7,-6
CCC(=O)NCc1nnnn1C1CCCCC1,-8,13,-11
CC(CCn1cccn1)N1CCC2(CC1)CN(C)C(=O)O2 (stereo not given),-5,/,-8
CN(Cc1ccc(F)cc1F)S(=O)(=O)c1ccc(F)c(Cl)c1,/,3,-4
CSc1cccc(-n2nnc(C(=O)OCc3nc(-c4ccccc4)oc3C)c2C)c1,-7,0,-5
CC1CN(c2cc(Oc3ccc(Cl)cc3F)ncn2)CCN1C(=O)c1cccs1 (stereo not given),-6,11,-6
CCc1c(C)nn(CC(=O)N2CCCC3(CN(C)C(=O)O3)C2)c1C (stereo not given),/,2,-3
CCCS(=O)(=O)N(C)CCc1c(C)nn(CC)c1C,-6,/,-12
N#Cc1ccc(OCC(=O)N2CCN(C(=O)CN3CCOCC3)CC2)cc1,/,11,-4
CN1CCN(Cc2noc(CCc3nc(Cl)n[nH]3)n2)CC1,/,13,-4
CC(Sc1nc2ccccc2c(=O)n1C1CC1)C(=O)N1CCCC1 (stereo not given),/,-3,5
# The list goes on.
SMILES,mcGAS lum,NPYLR7 ag,hcGAS inh
COc1ccc(-n2nnc(C(=O)OCc3cccc(C)c3)c2C)cc1,-5,-6,-4
COc1cc(NC(=O)N2CCC3(CC2)C(=O)N(CC(=O)N2CCCC2)CN3c2ccccc2)cc(OC)c1,-6,/,-9
COc1cccc(C2c3c(oc4cc(OC)ccc4c3=O)C(=O)N2c2nccs2)c1 (stereo not given),/,6,-5
CCC(C)NCc1ccccc1-c1cccc(O)c1 (stereo not given),/,-4,-6
Cc1nc2sccn2c(=O)c1NC(=O)CC1CCCCC1,-7,7,-10
CC(CCc1ccc(O)cc1)NCC(O)c1ccc(O)cc1 (stereo not given),/,-7,-4
COCC(=O)Nc1ccc(N2CCN(C(=O)c3ccoc3)CC2)nc1,/,-3,-4
c1cc(CNC23CC4CC(CC(C4)C2)C3)ccn1,/,4,1
NC(=O)CSc1nccn(-c2ccc(F)c(Cl)c2)c1=O,-7,-3,-9
CC(=O)NCc1ccc(-c2nc(C3CC3)sc2C)s1,-4,-1,-12
C#CCN1CCCCC1C(=O)Nc1cc2c(cc1Cl)NC(=O)CO2 (stereo not given),/,-2,4
Cc1sc(NC(=O)C2CC2)nc1-c1ccc(F)c(F)c1,/,9,-4
O=C(c1ccccc1Nc1ccc(F)cc1)N1CCOCC1,-6,1,-7
CCCCCCCC(=O)N1CCN(c2cc(Cl)nc(SCC(=O)NCCN3CCCC3)n2)CC1C (stereo not given),-5,-4,-8
Cc1cnc(N2CCCC(N(C)C)C2)nc1N1CCCC(N(C)C)C1 (stereo not given),/,1,-11
O=C(Nn1cc([N+](=O)[O-])cn1)c1cccc(COc2ccc(Br)cc2)c1,/,5,2
CN(C)C[C@@H]1CN(C2CCOCC2)C[C@H]1NC(=O)c1cn(C)cn1,-4,/,-6
O=C(CCc1ccccc1)N(CCN1CCOCC1)Cc1nccn1Cc1ccccc1Cl,-4,3,-5
O=C(O)C1CCCCN1C(=O)OCc1ccccc1 (stereo not given),-4,3,-6
COCc1nc(NCCN2CCc3ccccc32)c2cnn(C)c2n1,-13,-5,-2
CCOC(=O)C1(Cc2cccc(OC)c2)CCCN(C(=O)c2cc(C)oc2C)C1 (stereo not given),/,4,-6
Cc1ccc(S(=O)(=O)N2CCn3cccc3C2C)cc1 (stereo not given),/,3,0
O=C(CN1CN(c2ccccc2)C2(CCN(S(=O)(=O)c3ccc([N+](=O)[O-])cc3)CC2)C1=O)NCc1ccc2c(c1)OCO2,-7,18,-5
COCCN(CC1CCCN(C2Cc3ccccc3C2)C1)C(=O)c1ccnn1C (stereo not given),-2,3,1
CC(C)Cc1noc(C(C)NC(=O)c2cnn3ccn(C)c23)n1 (stereo not given),/,-8,-5

# A draw from above in order of length of the SMILES, descending:
SMILES,mcGAS lum,NPYLR7 ag,hcGAS inh
COc1cccc(C2c3c(oc4cc(OC)ccc4c3=O)C(=O)N2c2nccs2)c1 (stereo not given),/,6,-5
COCCN(CC1CCCN(C2Cc3ccccc3C2)C1)C(=O)c1ccnn1C (stereo not given),-2,3,1
Cc1sc(NC(=O)C2CC2)nc1-c1ccc(F)c(F)c1,/,9,-4
Cc1ccc(S(=O)(=O)N2CCn3cccc3C2C)cc1 (stereo not given),/,3,0
Cc1nc2sccn2c(=O)c1NC(=O)CC1CCCCC1,-7,7,-10
c1cc(CNC23CC4CC(CC(C4)C2)C3)ccn1,/,4,1
CCC(C)NCc1ccccc1-c1cccc(O)c1 (stereo not given),/,-4,-6

# Back to the main list, starting 3 compounds before the break.
SMILES,mcGAS lum,NPYLR7 ag,hcGAS inh
O=C(CN1CN(c2ccccc2)C2(CCN(S(=O)(=O)c3ccc([N+](=O)[O-])cc3)CC2)C1=O)NCc1ccc2c(c1)OCO2,-7,18,-5
COCCN(CC1CCCN(C2Cc3ccccc3C2)C1)C(=O)c1ccnn1C (stereo not given),-2,3,1
CC(C)Cc1noc(C(C)NC(=O)c2cnn3ccn(C)c23)n1 (stereo not given),/,-8,-5
CC1=NC2=C(C(=O)CC(C)(C)C2)C(c2coc3ccccc3c2=O)C1C(=O)OC1CCCC1 (stereo not given),-6,-2,-6
CCSCCN(C(=O)c1nnc2nc(C)cc(C)n12)C1CCCCC1,-15,4,-13
COC(=O)C(CC(C)C)NC(=O)CSc1nnc(Nc2ccccc2Cl)s1 (stereo not given),-5,15,-16
CN(Cc1cn[nH]c1)C(=O)c1cc(-c2ccccc2F)on1,/,7,-9
O=C(CNCc1ccccc1)N1CC(=O)N(c2cccc(Cl)c2)C1,2,46*,4
Cc1oc2c(c1C(=O)NCc1cccnc1Oc1ccccc1)C(=O)CCC2,/,2,-2
CCCN(CC(=O)N(CCc1c[nH]c2ccccc12)Cc1ccc(OC)cc1)C(=O)Nc1ccc(Cl)cc1,0,-6,2
N#Cc1ccc(CSc2nnc(-c3ccc(Cl)cc3)o2)cc1,-4,8,-7
CC1(C(=O)NS(=O)(=O)c2ccc(C#N)cc2)CCN1C(=O)CCC1CCCC1 (stereo not given),/,4,-8
